# Screening data deposited in PubChem BioAssay by National Center for Advancing Translational Sciences (NCATS).
# ATXN viability: Viability Counterscreen for Primary qHTS for Inhibitors of ATXN expression; S2 cells (HEK-293 line with an ATXN2-luciferase reporter) viability, CellTiter-Fluor protease fluorescence, 24 h; Potency, µM (top dose mostly 56.7 µM), actives largely listed as cytotoxic; 400,000 tested, 0.49% active; AID 651635, 2014; note: potency is the fitted concentration of half-maximal effect; nearly all actives have a fitted effect of over 40% in size
# KB-3-1 tox: qHTS assay for MDR1-selective chemotherapeutics: Primary screen using the parental adenocarcinoma cell KB-3-1. 400,000 tested, 1.4% active. KB-3-1 viability, CellTiter-Glo ATP luminescence, 72 h. AID 1347075, 2019. Potency, µM (highest dose often 46.1 µM), without a hit: at the top dose activity change, negative = cytotoxic, most hits filed as cytotoxic; note: potency is the fitted concentration of half-maximal effect; % is set by controls: 0 for no effect and ±100 for the full control effect; nearly all actives have a fitted effect of over 60% in size
#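 KB-3-1 cells, DMEM (no phenol red) + 10% FBS; compound by pin transfer, 72 h, 37 °C. Readout: CellTiter-Glo luminescence after 10 min. Data normalized, curve-fitted.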
# IL1B secr inh: qHTS for Inhibitors of Inflammasome Signaling: IL-1-beta AlphaLISA Primary Screen. THP-1 LPS/ATP IL-1B secretion, AlphaLISA, 16 h; active compounds read low. activity change, % at 57.5 µM. 360,000 tested, 4.7% active. AID 743279, 2014; in the data active = activity change below about -50%; inconclusive = mostly about -30% to -49%; note: % is set by controls: 0 for no effect and ±100 for the full control effect
#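 Secreted IL-1B measured by AlphaLISA bead assay after 16 h compound exposure of THP-1 cells; compounds (final up to 57.5 uM) added 1 h before LPS (250 ng/mL) and ATP (1.25 mM) stimulation; lower signal means less secretion.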
# HepG2 tox: qHTS for Inhibitors of TGF-b: Cytotox Counterscreen. HepG2 CAGA-GFP viability, ATP luminescence, 18 h. Potency, µM (top dose mostly 46.1 µM), inactives show top-dose activity change, negative = cytotoxicity, usual class: cytotoxic. 410,000 tested, 0.76% active; note: potency is the fitted concentration of half-maximal effect; some results filed as inactive show a strong effect at the top dose
#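 HepG2 CAGA-GFP cells (1000/well, DMEM with 1% FBS) received compound, then TGF-beta at 500 pg/mL final, and were incubated 18 hours at 37 degrees C. Viability was read by CellTiter-Glo luminescence. Media-only wells were set as complete cell-killing and DMSO as no toxicity.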
# ATXN2 expr inh: Primary qHTS for Inhibitors of ATXN expression. 360,000 tested, 0.72% active. Potency, µM (series often up to 57 µM), without a hit: at the top dose activity change, negative = inhibition, hits mostly inhibitors. HEK-293 ATXN2-luciferase reporter, luminescence, 24 h; note: potency is the fitted concentration of half-maximal effect; % is set by controls: 0 for no effect and ±100 for the full control effect; nearly all actives have a fitted effect of over 55% in size
#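 ATXN2-luciferase reporter cells (luciferase flanked by upstream and downstream ATXN2 gene portions) were treated 24 h at 37 °C with compounds at up to 57 uM. SteadyGlo luminescence gave expression; GF-AFC fluorescence gave viability.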
# MCF10A rerep: A quantitative high throughput screen for small molecules that induce DNA re-replication in MCF 10a normal breast cells | AID 624296, 2012 | Potency, µM (top dose mostly 46.1 µM), for inactives: top-dose activity, positive = re-replication, usual class: activators | MCF 10A DNA re-replication, Hoechst nuclear intensity, 48 h | 350,000 tested, 2.9% active; note: potency is the fitted concentration of half-maximal effect; % of control where 0% means no effect; nearly all actives have a fitted effect of over 50% in size
# SW480 rereplic: A quantitative high throughput screen for small molecules that induce DNA re-replication in SW480 colon adenocarcinoma cells; SW480 DNA re-replication, Hoechst DNA content imaging, 48 h; Potency, µM (highest dose often 46.1 µM), for inactives: top-dose re-replication activation, usual class: activators; 340,000 tested, 1.8% active; note: potency is the fitted concentration of half-maximal effect; % of control where 0% means no effect; nearly all actives have a fitted effect of over 55% in size
#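 Hoechst fluorescence of nuclei (405 nm excitation, 500-530 nm emission) measured by plate-scanning imager after 48 hr compound exposure at 37 C; re-replication scored as increased number of nuclei with elevated intensity.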
# HT1080NT lethal: qHTS for induction of synthetic lethality in tumor cells producing 2HG: qHTS for the HT-1080-NT fibrosarcoma cell line | HT-1080-NT fibrosarcoma viability, CellTiter-Glo ATP luminescence, 48 h | Potency, µM (top dose mostly 46.1 µM), for inactives: at the highest dose activity, negative = less viability, actives largely listed as cytotoxic | 360,000 tested, 1.6% active;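 note: NT is the 2HG producing partner of a matched IDH1 knockdown line; potency is the fitted concentration of half-maximal effect; 0% = DMSO-treated cells and -100% = media-only wells without cells; nearly all actives have a fitted effect of over 55% in size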
#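 Viability by CellTiter-Glo luminescence after 48 h compound exposure at 37C of HT-1080-NT cells (750/well, RPMI, 5% FBS). % activity scaled between DMSO wells and medium-only wells, then curve-fitted and categorized by curve class.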
# HT1080 IDH1KD tx: qHTS for induction of synthetic lethality in tumor cells producing 2HG: qHTS for the HT-1080-IDH1KD cell line; HT-1080 IDH1 knockdown viability, ATP luminescence, 48 h; Potency, µM (titrated, usually from 46.1 µM), inactives show at the top dose activity, negative = toxicity, hits mostly cytotoxic; 360,000 tested, 2% active;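 note: potency is the fitted concentration of half-maximal effect; 0% = DMSO wells and -100% = cell-free medium wells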
#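 In this qHTS, HT-1080 cells depleted of IDH1 are exposed for 48 h at 37 °C to compound titrations. Toxicity is scored from CellTiter-Glo luminescence, with DMSO as full viability and medium alone as none.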
# Active calls of the source: *; i = inactive; ? = inconclusive; nt = not tested or not shown; & = joins results of further samples; [ ] = dose if it differs, or a comment. Unless noted, calls come from the whole dose curve; as a rule, active = well fitted curve in the direction sought with a large enough effect; inconclusive = small, poorly fitted or top-dose-only effect, or another doubt; inactive = no such curve, though single readings can be large; an effect the other way counts as inactive or inconclusive.
SMILES,ATXN viability,KB-3-1 tox,IL1B secr inh,HepG2 tox,ATXN2 expr inh,MCF10A rerep,SW480 rereplic,HT1080NT lethal,HT1080 IDH1KD tx
CC(C)C1N=C(c2ccc3c(c2)OCO3)CC(c2ccccc2O)N1 (stereo unspecified),28µM*,?,-19,-65%,?,21µM*,?,?,?
CCOC(=O)Nc1ccc(NC(=O)c2c(OC)cccc2OC)cc1,i,6%,-14,-13%,5%,-9%,-1%,4%,5%
CCCn1c(N2CCN(Cc3ccc(Cl)cc3)CC2)nc2ccccc21,?,-11%,-18,-38%,nt,48%,-2%,-4%,-6%
Cc1cc(C)c(OCC(=O)N(Cc2cccs2)C2CCS(=O)(=O)C2)c(C)c1 (stereo unspecified),i,-2%,-13,-1%,-7%,-1%,-2%,-1%,-4%
CCSc1nc2c([nH]c3ccccc32)c(=O)n1-c1cccc(OC)c1,i,-5%,nt,-51%,-35%,nt,nt,nt,nt
CC(=O)Nc1ccc(CNc2nc3cc(-c4cccc(C(F)(F)F)c4)sc3c(=O)n2C)cc1,i,-23%,20,-24%,-12%,nt,nt,?,?
Cc1cccc(/C(N)=N/OC(=O)COc2ccc(Cl)cc2)c1,i,-1%,30,-15%,nt,-15%,?,2%,6%
COc1ccccc1CNC(=O)C/C(C)=N/NC(=O)Cc1ccc(OC)c(OC)c1,?,1%,6,-1%,-12%,18%,1%,22%,25%
COCCn1c(=S)[nH]c2cc(C(=O)NCC3CCCO3)ccc2c1=O (stereo unspecified),i,-1%,-9,6%,2%,3%,2%,2%,1%
O=C(NCc1ccc(Cl)cc1)c1ccc2nc[nH]c2c1,i,11%,-21,-7%,-2%,-4%,-6%,0%,0%
Cc1cc(Cl)c(Cl)cc1S(=O)(=O)NCCCn1ccnc1,i,6%,-6,-32%,-22%,?,-16%,-13%,2%
O=C(Nc1ccccc1)O/N=C/c1ccncc1,i,2%,1,2%,24%,-8%,2%,2%,-2%
Cc1cc2c(=O)[nH]c(Cc3ccccc3)nc2s1,i,11%,-6,5%,-1%,3%,-3%,7%,6%
O=C(Nc1ccccc1)Nc1c(F)cccc1F,i,-1%,0,-4%,4%,3%,-1%,-5%,?
CN(C)CCCN(C(=O)c1ccc(S(=O)(=O)N2CCCCCC2)cc1)c1nc2cc3c(cc2s1)OCO3,i,-4%,-12,-60%,nt,nt,nt,-22%,-20%
CCCCOc1ccc(CNC(=O)NS(=O)(=O)c2ccc(OCC)cc2)cc1,i,4%,36,-16%,?,3%,-7%,7%,6%
CCCCCn1c(SCC(=O)CC(=O)OCC)nc2cc(C(=O)N3CCC(C(N)=O)CC3)ccc2c1=O,i,21%,-15,-15%,-22%,9%,-8%,3%,-5%
COc1ccc(C2=NN(C(C#N)c3ccc(OC)c(OC)c3)C(c3ccccc3)C2)cc1 (stereo unspecified),i,8%,-22,-37%,49%[activator],?,?,-25%,-15%
CCN(C(=O)c1ccc2c(c1)OCO2)C12CC3CC(CC(C3)C1)C2,i,-1%,5,-48%,nt,3%,1%,-3%,-1%
O=C(C1CCN(S(=O)(=O)c2ccccc2)CC1)N1CCN(Cc2ccccc2)CC1,i,6%,0,4%,-10%,-2%,-1%,1%,10%
C=CCN1C=C2C(=O)C(C)(OC(=O)c3cnc4ccccc4n3)C(=O)C=C2C=C1/C=C/COC (stereo unspecified),?,?,-2,6%,3%,?,14%,-11%,-7%
CC(=O)N1c2ccc(S(=O)(=O)NCC3CCC(C(=O)N4CCC(C)CC4)CC3)cc2CC1C (stereo unspecified),?,-5%,-6,-5%,-3%,0%,-3%,-13%,-10%
Cc1ccc(/C=C/C(=O)OCC(=O)NC(=O)NCc2ccccc2)cc1,i,0%,-6,-22%,-7%,?,-4%,8%[9.24 µM],8%
CCCNC(=O)c1cc(-c2ccco2)on1,i,-14%,-57*,-7%,-32%,-2%,13%,-30%,?
Cc1ccccc1NS(=O)(=O)c1ccc(C(=O)NCC(c2ccco2)N2CCCCC2)cc1 (stereo unspecified),i,-10%,-13,-22%,-21%,24%,-4%,-5%,-11%
COc1ccccc1NC(=O)COc1ccc(Br)cc1CNC1CCCC1,?,-13%,-86*,-29%,-35%,21%,11%,-21%,?
CC(C)CCN1CCNC(=O)C1CC(=O)Nc1ccc(F)cc1 (stereo unspecified),i,-8%,-16,-4%,0%,3%,0%,19%,9%
Cn1c(SCC(=O)c2ccc(O)c(O)c2)nnc1-c1ccccc1,i,-10%,0,11%,11%,-2%,9%,-25%,-1%
CSCCC1NC(=O)C(C(C)=Nc2ccccc2)=C1O (stereo unspecified),i,7%,26,11%,21%,2%,16%,?,12%
COc1ccccc1C(=O)Nc1nnc(SCC(=O)NCC2CCCO2)s1 (stereo unspecified),i,6%,12,0%,4%,0%,2%,4%,18%
CCOc1ccc2nc(SCC(=O)Nc3cccc(S(=O)(=O)NC4=NCCCCC4)c3)[nH]c2c1,i,-22%,-11,-14%,2%,-27%,2%[1.84 µM],-20%,0%
C#CCNC(=O)C[C@@H]1C[C@@]2(C(=O)OCC)CCC=C2N(Cc2ccco2)C1=O,i,-2%,28,nt,18%,nt,nt,13%,13%
CC1=C(C(=O)OCC2CCCO2)C(c2ccccc2)NC(=O)N1 (stereo unspecified),i,-1%,7,-9%,-6%,?,-20%,7%,?
Cn1c(=O)c2c(nc(SCC(=O)NCc3ccc4c(c3)OCO4)n2Cc2ccccc2)n(C)c1=O,i,2%,-11,-9%,-1%,-3%,-6%,8%,6%
COc1ccc(/C=C2/SC(=S)N(CCCC(=O)Nc3ccc(O)cc3)C2=O)cc1OC,i,?,-8,-14%,-21%,16%,?,-26%,-16%
CCc1cccc(CC)c1NC(=O)c1c(C)oc2ccc(O)c(CN3CCN(C)CC3)c12,i,0%,nt,-16%,-16%,nt,nt,nt,nt
CC(CC(=O)N(C)C1CCCCC1)S(=O)(=O)c1ccc2c(c1)NC(=O)CO2 (stereo unspecified),i,-9%,40,-1%,-5%,10%,-1%,8%,8%
O=C(C1CCN(S(=O)(=O)c2ccc(Br)s2)CC1)N1CCN(c2cccc(Cl)c2)CC1,i,0%,nt,-23%,-1%,nt,nt,nt,nt
CCNC(=O)c1c(NC(=O)c2cc(-c3cc(C)cc(C)c3O)n[nH]2)sc2c1CCCC2,i,-5%,-1,-1%,?,6.5µM*,-4%,-1%,8%
CCCSCCCNC(=O)c1ccc2nc(Cc3ccccc3)oc2c1,?,17%,nt,-24%,?,nt,nt,nt,nt
O=S(=O)(c1ccc(F)cc1)N1CCCNCC1,i,4%,2,-1%,-8%,-6%,-11%,-4%,-8%
CCC1=NN(C(=O)C(=O)Nc2ccccc2OC)C(O)(C(F)(F)F)C1 (stereo unspecified),i,-17%,45,-41%,0%,?,-2%,2.8µM*,1.4µM*
COC(C[C@H]1O[C@@H]1[C@H](O)COCc1ccccc1)OC,i,7%,23,-2%,5%,12%,1%[9.22 µM],2%,-3%
Cc1[nH]nc(N=CC2=C(O)CC(C)(C)CC2=O)c1-c1ccccc1,i,?,-1&17,-10%&-33%,-4%&33%,18%&37%,-4%&0%,5%&-3%,1%&0%
CC1=C(C(N)=O)C(c2ccc(F)cc2)n2nc(CCCO)nc2N1 (stereo unspecified),i,1%,8,-12%,5%,-4%,-9%,9%,4%
CC(=O)Nc1ccc(Cc2ccncc2)cc1,i,5%,2,0%,7%,?,-23%,4%,13%
CCOCCCNCc1cccc(OC)c1,i,3%,-5,-3%,-6%,-3%,-3%,16%,2%
O=[N+]([O-])c1ccc(NNS(=O)(=O)c2cc(Cl)ccc2Cl)nc1,i,-10%,-5,1%,-16%,-3%,-8%,-2%,-5%
CC(=O)c1ccc(OCc2cc(C(=O)N(C)CC3COc4ccccc4O3)no2)cc1 (stereo unspecified),?,-15%,-26,-27%,nt,nt,nt,-1%,0%
Cc1nn(CCC(=O)NNC(=S)Nc2ccc(F)cc2)c(C)c1[N+](=O)[O-],i,0%,-2,10%,0%,255%[0.0737 µM],19%,9%,2%
CS(=O)(=O)NN1C(=O)c2ccccc2NC1c1cc2ccccc2nc1Cl (stereo unspecified),i,12%,0,3%,41%[activator],5%,-3%,0%,-9%
O=C(NCc1ccc(Cl)cc1)c1ccc(CS(=O)Cc2cccc(Cl)c2)o1 (stereo unspecified),i,-6%,-25,1%,-9%,9%,1%,-6%,-13%
CC(C)n1cc(-c2nc(C(=O)NN)cs2)c(=O)n(Cc2ccccc2)c1=O,i,2%,-1,-2%,-13%,19%,-4%[9.22 µM],-20%,-15%
CCCCCc1nnc(NC(=O)C2=COCCO2)s1,i,0%,4,-9%,1%,-1%,0%,-1%,1%
O=C(COc1ccc(Cl)cc1)NCCc1csc(-c2cccc(F)c2)n1,i,-3%,nt,-47%,-16%,nt,nt,nt,nt
CCOC(=O)c1c(NC(=O)c2ccc(OC)c(OC)c2)sc2c1CCCCC2,i,15%,nt,-35%,5%,nt,nt,nt,nt

# Rows were taken by chance (roughly 8.9% active in at least one column).
